Screening results as filed in PubChem BioAssay.
TEAD-YAP inh – TEAD-YAP interaction inhibition, primary screen, TEAD-YAP interaction inhibitor project, luminescence, HEK-TIYL cells; TEAD-Gal4/YAP UAS-luciferase luminescence; inhibition, % at 9.12 µM; actives 1.4% (n = 640,000); AID 1259422, 2018; in the data active means inhibition above about 32%;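 further: 0% = median of test compound wells and 100% = reference inhibitor wells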
FBW7 activator – FBW7 E3 ligase activators, primary screen, biochemical, AlphaScreen, human; AID 1259310, 2017; actives 0.13% (n = 650,000); normalized activity (activation), % at 26.1 µM; AlphaScreen FBW7–phospho-cyclin E peptide binding, activator screen; F-box/WD repeat-containing protein 7 (Homo sapiens), Q969H0; in the data active means normalized activity above about 1.9%;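 further: purified mutant Fbw7 with reduced substrate affinity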
Target sequence (Q969H0 whole entry, looked up): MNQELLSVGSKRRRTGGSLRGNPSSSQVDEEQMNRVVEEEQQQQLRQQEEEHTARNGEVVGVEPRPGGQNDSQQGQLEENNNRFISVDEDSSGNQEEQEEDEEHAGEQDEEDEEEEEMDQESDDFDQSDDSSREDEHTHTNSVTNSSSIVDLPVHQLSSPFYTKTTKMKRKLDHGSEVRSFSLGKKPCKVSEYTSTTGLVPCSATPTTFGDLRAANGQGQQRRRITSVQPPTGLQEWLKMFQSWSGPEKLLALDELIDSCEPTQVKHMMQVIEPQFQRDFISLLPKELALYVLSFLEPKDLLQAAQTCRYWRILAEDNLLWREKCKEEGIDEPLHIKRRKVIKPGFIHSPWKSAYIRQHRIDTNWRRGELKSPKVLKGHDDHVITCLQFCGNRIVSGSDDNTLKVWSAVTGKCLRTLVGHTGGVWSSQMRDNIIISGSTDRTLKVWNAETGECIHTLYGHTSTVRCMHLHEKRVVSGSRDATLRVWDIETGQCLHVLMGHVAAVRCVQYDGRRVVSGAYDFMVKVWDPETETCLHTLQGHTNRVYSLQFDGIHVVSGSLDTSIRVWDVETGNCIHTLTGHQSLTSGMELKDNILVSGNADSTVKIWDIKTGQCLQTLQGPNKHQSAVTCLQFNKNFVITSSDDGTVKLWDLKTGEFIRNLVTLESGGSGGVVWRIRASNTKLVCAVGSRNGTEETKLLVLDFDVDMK
GPR151 ag – activators of human GPR151, primary screen, cell-based, PathHunter beta-arrestin, luminescence; G-protein coupled receptor 151 (Homo sapiens), Q8TDV0; activation, % at 11.2 µM; PathHunter beta-arrestin GPR151 cells; actives 1% (n = 650,000); in the data active means activation above about 4.9%;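 further: 0% = median of compound wells and 100% = cells with positive control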
Target sequence (Q8TDV0 whole entry, looked up): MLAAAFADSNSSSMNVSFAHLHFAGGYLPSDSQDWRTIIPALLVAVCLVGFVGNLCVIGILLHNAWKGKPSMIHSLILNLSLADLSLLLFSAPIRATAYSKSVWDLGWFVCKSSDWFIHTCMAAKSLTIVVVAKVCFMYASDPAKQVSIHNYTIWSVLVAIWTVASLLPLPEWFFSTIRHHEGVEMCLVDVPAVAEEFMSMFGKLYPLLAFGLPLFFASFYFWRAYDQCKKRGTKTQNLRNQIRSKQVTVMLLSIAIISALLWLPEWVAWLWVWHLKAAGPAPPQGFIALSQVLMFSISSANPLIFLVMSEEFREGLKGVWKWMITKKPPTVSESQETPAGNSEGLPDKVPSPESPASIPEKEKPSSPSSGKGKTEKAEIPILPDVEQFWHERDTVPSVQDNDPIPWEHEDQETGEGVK
MITF primary – MITF inhibitors, primary screen, biochemical, AlphaScreen, human | actives 0.91% (n = 650,000) | inhibition, % at 2.6 µM | Microphthalmia-associated transcription factor (Homo sapiens), O75030 | AlphaScreen MITF homodimerization, bead proximity signal; in the data active means inhibition above about 50%;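 further: 0% = vehicle wells with protein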
Active calls of the source: *. An unsorted share of the library (roughly 3.4% active in at least one column).

Sample of the layout (two entries):
item	smiles	FBW7 activator	GPR151 ag
1	O=C1NC2(CCCC2)N=C1c1ccc(Br)cc1	0.1	-0.6
2	O=C(Nc1ccc(Br)cc1C(=O)O)c1ccc(NC(=O)c2ccco2)cc1	0.1	-0.4

item	MITF primary	TEAD-YAP inh
1	-6	2
2	12	-2

All compounds of this part, from the first entry:
item	smiles	FBW7 activator	GPR151 ag
1	O=C1NC2(CCCC2)N=C1c1ccc(Br)cc1	0.1	-0.6
2	O=C(Nc1ccc(Br)cc1C(=O)O)c1ccc(NC(=O)c2ccco2)cc1	0.1	-0.4
3	O=C(COC(=O)C1CC(=O)N(c2ccc(Cl)cc2)C1)c1ccccc1 (stereo not given)	0.1	0.3
4	O=C(CSc1cccc[n+]1[O-])N1CCCc2ccccc21	0.1	1.5
5	O=C(NCc1cccs1)C1CC(=O)N(c2ccccc2)C1 (stereo not given)	0.0	1.6
6	CSc1sc(SC)c(C(=O)O)c1C(=O)O	-0.3	-1.6
7	COc1cc2c(cc1OC)C(c1cc([N+](=O)[O-])ccc1OC(C)=O)N(C(C)=O)CC2 (stereo not given)	0.2	0.0
8	COc1ccc(NC(=O)COC(=O)C2CC(=O)N(c3ccc(Cl)cc3)C2)cc1 (stereo not given)	0.1	2.1

item	MITF primary	TEAD-YAP inh
1	-6	2
2	12	-2
3	7	3
4	12	4
5	0	-1
6	-18	2
7	17	1
8	8	3

Further entries
item	smiles	FBW7 activator	GPR151 ag
9	O=C1C(=O)N(Cc2ccc([N+](=O)[O-])cc2)c2ccccc21	0.1	0.0
10	CC(=O)Nc1ccc(S(=O)(=O)Nc2cccc(-c3nc4cc(C)ccc4o3)c2)cc1	0.0	0.3
11	CN(C)CCNS(=O)(=O)c1cccc(C#N)c1	-0.1	0.0
12	CN(CC(=O)Nc1ccc(F)cc1)S(=O)(=O)c1cccc2cnccc12	0.0	-2.3
13	COc1ccc(N(CC(=O)NC(C)(C)C)S(=O)(=O)c2ccccc2)c(OC)c1	0.9	-1.4
14	COc1ccccc1NC(=O)c1cccc(S(=O)(=O)N2CCOCC2)c1	-0.1	0.4
15	COC(=O)c1cc(C(=O)Nc2c(C)cc(C)cc2C)cc([N+](=O)[O-])c1	-0.3	-0.8
16	Cc1cc(C)c(NC(=O)C(C)Sc2nc3ccc(NC(=O)c4ccc(Cl)cc4)cc3s2)c(C)c1 (stereo not given)	-0.1	0.3

item	MITF primary	TEAD-YAP inh
9	11	9
10	2	-3
11	9	6
12	-2	21
13	21	-1
14	0	0
15	-9	-8
16	-11	0

Remaining list, next part
item	smiles	FBW7 activator	GPR151 ag
17	CC(=O)c1ccccc1C(=O)N1CCC(CCC(=O)NCC2CCCO2)CC1 (stereo not given)	0.8	-0.2
18	O=C(C1CC1)N1CCc2cc(S(=O)(=O)N3CCCCCC3)ccc21	-0.1	0.0
19	O=C(OCC(=O)N1CCc2ccccc21)c1ccc2ccccc2n1	0.2	-0.9
20	Cc1cnc(C)c(-c2ccc3c(c2)CC(CNC(=O)C2(C)CC2)O3)n1 (stereo not given)	-0.1	-1.3
21	CN(C)CCNC(=O)c1n[nH]c(=O)c2ccccc12	0.0	0.4
22	CCOC(=O)c1ccc(NC(=O)CN(Cc2ccccc2)S(=O)(=O)c2ccc(C)cc2)cc1	-0.1	1.1
23	Cc1ccc(-n2c(SCc3nc4ccccc4[nH]3)nc3c(sc(=S)n3-c3ccc(C)c(C)c3)c2=O)cc1	-0.1	-0.4
24	COc1cccc(C2C(C(=O)N3CCCCC3)=C(C)Nc3nc4ccccc4n32)c1OC (stereo not given)	0.1	0.6

item	MITF primary	TEAD-YAP inh
17	-16	-31
18	2	-15
19	10	11
20	0	-4
21	-5	-5
22	-11	5
23	3	3
24	4	8

Quoted at random: five compounds from above
item	smiles	FBW7 activator	GPR151 ag
23	Cc1ccc(-n2c(SCc3nc4ccccc4[nH]3)nc3c(sc(=S)n3-c3ccc(C)c(C)c3)c2=O)cc1	-0.1	-0.4
19	O=C(OCC(=O)N1CCc2ccccc21)c1ccc2ccccc2n1	0.2	-0.9
17	CC(=O)c1ccccc1C(=O)N1CCC(CCC(=O)NCC2CCCO2)CC1 (stereo not given)	0.8	-0.2
20	Cc1cnc(C)c(-c2ccc3c(c2)CC(CNC(=O)C2(C)CC2)O3)n1 (stereo not given)	-0.1	-1.3
22	CCOC(=O)c1ccc(NC(=O)CN(Cc2ccccc2)S(=O)(=O)c2ccc(C)cc2)cc1	-0.1	1.1

item	MITF primary	TEAD-YAP inh
23	3	3
19	10	11
17	-16	-31
20	0	-4
22	-11	5

Following part.
item	smiles	FBW7 activator	GPR151 ag
25	COc1ccc(C(=O)N2CCc3ccccc32)cc1Br	0.2	-0.1
26	COc1ccccc1CN1C[C@@H]2C[C@@H](c3cccc(-n4cccn4)c3)N3CCC[C@@]23C1=O	0.4	-0.8
27	COc1ccc(CCNC(=S)N2CCC3(CC2)OCCO3)cc1OC	0.0	2.9
28	O=C(COc1ccc(S(=O)(=O)NC2CCCCC2)cc1)NC1CCCCCC1	0.8	1.4
29	O=C(CN1CCc2nc(N3CCCC3)[nH]c(=O)c2C1)N1CCN(c2ccccc2F)CC1	-0.1	2.7
30	C=CCc1ccccc1OCC(O)CN1CCN(C(C)=O)CC1 (stereo not given)	-0.2	0.1
31	CN1CCN(c2ccccc2NC(=O)c2ccc3c(=O)n4c(nc3c2)CCCCC4)CC1	0.1	-0.8
32	CCC(C)NC(=O)CS(=O)Cc1nc(-c2ccc(C)cc2)oc1C (stereo not given)	-0.1	0.2

item	MITF primary	TEAD-YAP inh
25	-13	-9
26	-16	-6
27	6	1
28	4	35*
29	-9	1
30	37	7
31	5	13
32	0	0

Carrying on:
item	smiles	FBW7 activator	GPR151 ag
33	O=c1c2oc3ccccc3c2ncn1Cc1c(F)cccc1Cl	0.2	-1.5
34	CC(=O)c1cccc(NC(=O)C(Cc2ccccc2)N2C(=O)c3ccccc3C2=O)c1 (stereo not given)	-0.1	2.1
35	O=C(CC1SC(=Nc2ccc(O)cc2)NC1=O)Nc1ccccc1 (stereo not given)	0.0	-0.1
36	CN(C)CC(=O)NCC1Cc2cccc(-c3ccc(S(C)(=O)=O)cc3)c2O1 (stereo not given)	0.5	0.0
37	CCCOC(=O)COc1ccc2c(=O)c(Oc3cc(C)ccc3C)coc2c1	-0.2	-0.5
38	COc1ccc(-c2noc(CN(C)CC3Cc4ccccc4O3)n2)c(OC)c1OC (stereo not given)	0.1	-1.8
39	O=c1c2c3c(sc2nc(SCCc2ccccc2)n1CCc1ccccc1)CCC3	0.0	-0.6
40	CSc1nc2sc3c(c2c(=S)[nH]1)CCC3	-0.2	1.5

item	MITF primary	TEAD-YAP inh
33	-4	11
34	4	5
35	1	1
36	13	10
37	10	6
38	9	4
39	-13	-4
40	5	-4

Later entries.
item	smiles	FBW7 activator	GPR151 ag
41	Cc1c(C(=O)Nc2sc3c(c2C#N)CCCC3)cccc1[N+](=O)[O-]	0.1	0.1
42	CCNC(=O)CC1C(=O)NCCN1Cc1cccc(OC)c1OC (stereo not given)	0.1	0.0
43	O=C(Cc1cccc(Cl)c1)Nc1ccc(N2CCC(N3CCCCC3CO)CC2)cc1 (stereo not given)	0.1	-1.2
44	CCC(=O)Nc1nnc(-c2ccccc2OC)s1	0.9	-0.8
45	Cc1ccccc1OCC(=O)Nc1ccc(-c2nc3cc(C(C)C)ccc3o2)cc1	0.5	-0.8
46	O=C(NCCCN1CCCC1=O)c1cccc(NCc2cccnc2)n1	0.1	-0.9
47	CCCCNCc1c(C(=O)O)n(Cc2ccccc2F)c2ccccc12	0.1	0.2
48	COc1ccc(C2(CNC(=O)C3CC(=O)N(c4cccc(Br)c4)C3)CCOCC2)cc1 (stereo not given)	0.1	-0.1

item	MITF primary	TEAD-YAP inh
41	3	6
42	10	0
43	12	-10
44	13	-42
45	-8	15
46	-3	-2
47	4	18
48	-1	-1

(further entries)
item	smiles	FBW7 activator	GPR151 ag
49	CC(C)C[C@H]1C(=O)N2CCN(C(=O)Oc3ccc(Cl)cc3)C[C@@H]2C(=O)N1C	0.1	-0.6
50	COC(C(=O)Nc1cccc([N+](=O)[O-])c1)c1ccccc1 (stereo not given)	-0.1	1.7
51	O=C(Nc1ccc(F)c(Cl)c1)C1CC(=O)N(c2ccc(Br)cc2)C1 (stereo not given)	-0.1	1.1
52	FC(F)(F)c1cccc(Nc2nc(NCCC3=CCCCC3)nc(N3CCCC3)n2)c1	0.1	-0.5
53	Cc1noc(C)c1S(=O)(=O)Nc1ccc(C(=O)N2CCC(C)CC2)cc1	-0.1	0.7
54	O=c1cc(C(F)F)oc2ccc(Cl)cc12	0.0	1.2
55	O=C(CN1CCC(c2nc(-c3ccncc3)n[nH]2)CC1)N1CCN(c2ccccc2F)CC1	0.0	0.6
56	FC(F)Sc1ccc(-c2cn3c(n2)CCC3)cc1	0.5	-2.1

item	MITF primary	TEAD-YAP inh
49	16	7
50	-1	-6
51	-8	-1
52	4	10
53	-3	0
54	4	9
55	-3	7
56	24	-48

Additional records.
item	smiles	FBW7 activator	GPR151 ag
57	Cc1cccc(C(=O)Nc2c3c(nn2-c2cccc(C)c2C)CSC3)c1	-0.1	1.2
58	COc1ccc(-c2cc(F)cc3c2OC(CNC(=O)c2cncs2)C3)nn1 (stereo not given)	-0.1	0.1
59	CC1(C)Oc2ccc(C(=O)N3CCOCC3)cc2N(CC(=O)N2CCCC2)C1=O	0.0	-0.9
60	Fc1cccc(CN2CCN(c3ccccn3)CC2)c1	-0.2	0.2
61	CCCCOc1ccc(C(=O)N/C(=C/c2ccc(N(C)C)cc2)C(=O)Nc2ccc(Cl)c(Cl)c2)cc1	0.0	-1.0
62	NC1=NC(=O)/C(=C/c2ccc(OS(=O)(=O)c3cccc([N+](=O)[O-])c3)cc2)S1	-0.1	0.4
63	C/C(CC(=O)Nc1cccc(Cl)c1Cl)=N\NC(=O)c1ccccc1C	0.0	0.2
64	COC(=O)CN1C(=S)N(C)C(=O)/C1=C/c1ccc(N2CCCC2)cc1	-0.1	-0.5

item	MITF primary	TEAD-YAP inh
57	-1	-5
58	-10	3
59	5	-1
60	6	-8
61	2	6
62	0	9
63	-2	-30
64	40	-32

Later entries
item	smiles	FBW7 activator	GPR151 ag
65	CSCC(=O)N1CCC(CO)(Cc2ccccc2C(F)(F)F)CC1	-0.1	0.6
66	Cc1nnc(NC(=O)C(C)Oc2ccc3c(C)cc(=O)oc3c2)s1 (stereo not given)	-0.2	-0.4
67	CC1=C(C(=O)Nc2cccc(C(=O)NC3CCCc4ccccc43)c2)SCCO1 (stereo not given)	-0.2	1.2
68	CCOC(=O)C1=CN(c2ccc(C)c(C)c2)C=C(C(=O)OCC)C1c1ccccc1OCC	-0.2	0.3
69	O=C(Nc1ccccc1Cl)/C(=C/c1ccc([N+](=O)[O-])cc1)NC(=O)c1ccccc1	0.3	0.5
70	COc1ccccc1NC(=O)c1ccc(SCC(=O)NC(C)C)c([N+](=O)[O-])c1	0.4	-0.9
71	C=C1OC(=O)OC1(C)CC/C=C(\C)CCC=C(C)C (stereo not given)	0.4	-0.1
72	O=C1NC2(CCCCCC2)C(=O)N1Cc1nnc(-c2ccccc2Br)o1	0.3	-0.6

item	MITF primary	TEAD-YAP inh
65	-9	-1
66	1	4
67	-1	-5
68	-2	-5
69	11	3
70	22	-2
71	-7	-15
72	8	-1

Later entries.
item	smiles	FBW7 activator	GPR151 ag
73	CN(C)c1nc(OCCNC(=O)Nc2ccccc2)nc(N2CCOCC2)n1	0.4	3.8
74	NC(=O)c1c(NC(=O)CSc2ncn[nH]2)sc2c1CCCC2	0.3	0.5
75	N[C@@H](Cc1cccc2ccccc12)c1nc2ccc(-c3ccncc3)cc2[nH]1	-1.0	-0.6
76	Cc1cc(C)c(CSc2ncnc3nc[nH]c23)c(C)c1	0.7	0.2
77	O=C(O)c1ccc(NS(=O)(=O)/C=C/c2ccccc2)cc1	0.3	7.0*
78	Nc1nnc(SCC(=O)c2ccc3c(c2)NC(=O)CO3)s1	0.2	1.1
79	COc1cc(-c2nc(C=Nc3cc(Cl)ccc3Cl)c(O)o2)cc(OC)c1OC	0.1	-0.7
80	Cc1ccccc1NC(=O)C(=O)NNC(=O)COc1ccc(Cl)cc1	-0.3	-0.8

item	MITF primary	TEAD-YAP inh
73	13	4
74	7	21
75	-5	-9
76	8	-3
77	15	-1
78	13	-1
79	-3	2
80	-12	-5

(continued)
item	smiles	FBW7 activator	GPR151 ag
81	CCC(CC)C(=O)Nc1cccc(C(=O)Nc2ccccc2C(=O)NC(C)C)c1	-0.1	0.4
82	O=C(NCc1ccc(F)cc1)c1ccc(NCC2CCCO2)c([N+](=O)[O-])c1 (stereo not given)	-0.2	-1.4
83	COc1ccccc1N1CCN(C2CCCN(C3CSCCSC3)C2)CC1 (stereo not given)	-0.2	-1.8
84	O=C(Oc1ccc(/C=N/n2cnnc2)cc1)c1ccco1	0.3	-2.1
85	Cc1ccc(NS(=O)(=O)c2cc3c(cc2C)NC(=O)CO3)cc1C	0.2	1.0
86	CCC(=O)Nc1sc2c(c1C#N)CC(C)(CC)OC2 (stereo not given)	0.0	1.6
87	O=C(CS(=O)(=O)c1cccc2nsnc12)Nc1ccc(F)cc1F	0.1	-0.1
88	N#CCCCN1CCC2(CC1)NC(=O)Cc1cc3ccccc3cc12	0.0	0.8

item	MITF primary	TEAD-YAP inh
81	-2	11
82	3	5
83	-4	-1
84	1	-10
85	3	4
86	-6	-2
87	-7	2
88	2	-8
